# RAD54 inh = blocks human RAD54 Holliday junction branch migration; FAM/BHQ fluorescence; inhibition, % at 10.4 µM; 360,000 tested, 0.14% active; AID 602329;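 active = mean normalized replicate activity at least 40 and at least half of replicates scoring 40 or more; inconclusive = only one of the two criteria met; inactive = mean below 40 and under half of replicates reaching 40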;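 also: 0% = median of neutral control wells and 100% = median of positive control wells; inhibitors cause a drop in the FAM fluorescence signal; in these data hits start at about 50%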
# miR-122 sensor = inhibitors of miR-122 in Huh7 cells; 340,000 tested, 0.3% active; Huh7 miR-122 Renilla luciferase sensor, 48 h; neutral wells = 0, positive control = 100; activation (reporter increase), % at 12.5 µM;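 active = mean replicate activation score at least 90 and every replicate individually at or above 90; inconclusive = only one of the two criteria met; inactive = neither criterion met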;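 also: higher luciferase means less miR-122 activity so hits act as miR-122 inhibitors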
# ERAP1 HTS inh = inhibitors of human ERAP1 aminopeptidase; Q9NZ08; recombinant ERAP1, Leu-AMC fluorescence, 60 min; inhibition, % at 10.7 µM; 340,000 tested, 0.15% active; AID 652197;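 active = mean replicate inhibition of at least 30%, or all replicates individually reaching that 30% level; inactive = mean below 30% and not every replicate reaching it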;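 also: 0% = neutral control wells and 100% = L-leucinethiol positive control wells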
# PGC1a acetyl inh = modulators of PGC1a acetylation; U2OS PGC1a acetylation, AlphaScreen anti-acetyl-lysine; with virally co-expressed GCN5 acetyltransferase; inhibition, % at 15.6 µM; 350,000 tested, 0.17% active; AID 651687;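 active = every replicate shows inhibition of at least 40%; inconclusive = mean inhibition at least 40% but some replicate below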;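 also: 0% = neutral control wells and 100% = positive control wells; some results beyond the cut were filed as inactive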
# RAD52 inh = inhibitors of human RAD52 DNA annealing; 360,000 tested, 0.46% active; recombinant RAD52 DNA annealing, FRET fluorescence; inhibition, % at 18.7 µM;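 active = every replicate showing at least 50% inhibition; inconclusive = mean inhibition at least 50% but not in every replicate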
# Target sequence (P43351 whole entry, looked up): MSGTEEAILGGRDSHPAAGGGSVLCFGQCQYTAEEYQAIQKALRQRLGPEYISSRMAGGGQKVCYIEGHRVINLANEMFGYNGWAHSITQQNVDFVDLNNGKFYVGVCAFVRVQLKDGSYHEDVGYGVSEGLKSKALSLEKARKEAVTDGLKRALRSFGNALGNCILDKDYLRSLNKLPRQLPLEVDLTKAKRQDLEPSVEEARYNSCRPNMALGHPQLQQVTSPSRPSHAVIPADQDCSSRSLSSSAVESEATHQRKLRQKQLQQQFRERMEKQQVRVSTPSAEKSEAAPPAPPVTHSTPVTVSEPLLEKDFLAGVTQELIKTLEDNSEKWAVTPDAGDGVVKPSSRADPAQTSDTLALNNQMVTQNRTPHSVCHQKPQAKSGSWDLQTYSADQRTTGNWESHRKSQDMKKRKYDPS
# PglD inh = PglD (C. jejuni) enzyme inhibition; purified PglD enzyme, DTNB colorimetric CoA detection; inhibition, % at 12.5 µM; 360,000 tested, 0.098% active; AID 602405; in the data active = inhibition above about 16%, passing the limit was not always enough; inconclusive = no clear call, values can overlap the other calls; also: strong numbers were not always called active
# E-selectin induc = E-selectin induction on HUVECs; P16581; HUVEC E-selectin immunofluorescence imaging; normalized: neutral wells 0, TNF-alpha wells 100; activation, % at 7.58 µM; 260,000 tested, 0.37% active;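 active = mean E-selectin-positive cell signal at least 10% of the positive control, reached in at least 60% of replicates, without over 20% cell loss; inconclusive = no rule given, readout overlaps actives, possibly toxicity-flagged; inactive = the rest, including those meeting only one limit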;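 also: in these data hits start at about 27%; measured in HUVEC primary endothelial cells; signal is the percent of cells scored E-selectin positive by PE staining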
# Target sequence (P16581 whole entry, looked up): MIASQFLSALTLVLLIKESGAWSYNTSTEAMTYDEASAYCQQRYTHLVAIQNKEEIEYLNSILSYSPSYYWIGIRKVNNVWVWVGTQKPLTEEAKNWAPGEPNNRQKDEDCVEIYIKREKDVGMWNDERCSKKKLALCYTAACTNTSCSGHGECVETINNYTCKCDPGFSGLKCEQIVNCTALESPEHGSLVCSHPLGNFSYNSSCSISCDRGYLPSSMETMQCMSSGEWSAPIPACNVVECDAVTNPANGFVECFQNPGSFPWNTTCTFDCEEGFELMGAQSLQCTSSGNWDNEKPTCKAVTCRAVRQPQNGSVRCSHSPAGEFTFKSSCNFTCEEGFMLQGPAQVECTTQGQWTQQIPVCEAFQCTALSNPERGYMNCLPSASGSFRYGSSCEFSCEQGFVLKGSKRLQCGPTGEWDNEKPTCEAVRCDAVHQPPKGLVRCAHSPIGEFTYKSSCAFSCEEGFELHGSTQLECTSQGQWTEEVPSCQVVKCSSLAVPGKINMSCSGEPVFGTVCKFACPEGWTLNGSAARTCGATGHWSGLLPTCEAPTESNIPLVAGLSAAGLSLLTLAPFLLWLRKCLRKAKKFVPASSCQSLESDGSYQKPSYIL
#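 Assay system: HUVEC, human umbilical vein endothelial cells / Amount: 3,000 HUVEC/well / Controls: TNF-alpha positive control, DMSO neutral control / Compound dosing: single concentration / Medium: EGM-2 over gelatin coat / Evaluation: percent E-selectin-positive cells / Signal: immunofluorescence imaging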
# Cneo AK release = causes C. neoformans cell lysis. adenylate kinase release luminescence, 4 h; normalised: neutral wells 0, clomiphene wells 100. lysis activity, % at 15 µM. 360,000 tested, 0.2% active. AID 651654;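 active = mean lysis activity across replicates of at least 80%, whatever share of replicates individually reach that level; inactive = mean lysis activity below 80%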
#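 read-out = cell lysis signal | test system = log-phase Cryptococcus neoformans yeast cells | input = cells at 5 × 10^6 per mL | medium = fresh YPD growth medium | signal = luminescent adenylate kinase detection reagent | timing = 4 h at 37 °C static, read 1 h later | dosing = single dose | controls = Clomiphene as positive lysis control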
# Numbers without * were called inactive; ? = inconclusive; · = no result given; & = joins results of further samples; [ ] = another dose, or the depositor's remark.
# Values run as follows: RAD54 inh	miR-122 sensor	ERAP1 HTS inh	PGC1a acetyl inh	RAD52 inh	PglD inh	E-selectin induc	Cneo AK release
> CCNC(=O)Nc1ccc2c(c1)C(=O)N(C)[C@H]1CC[C@H](CC(=O)NCCOC)O[C@H]1CO2
 : 0	8[16.7 µM]	-4	-1	1	0	0.0	1
> O=C(O)C1CCN(C(=O)OCc2ccccc2)CC1
 : -6	-7	·	18	·	1	·	2
> COc1ccc(-c2ccc([C@@H]3[C@H](CO)N4C(=O)CNC[C@@H]34)cc2)cc1
 : ·	·	2	11	-5	·	0.7	·
> CCOC(=O)C(=CNc1ccc2c(c1)CCN2C(C)=O)C(=O)OCC
 : 1	-1	·	-15	-11	6	0.2	-3
> CCOc1ccc2c(c1)C(c1ccc(C)o1)=NNC(c1ccncc1)=N2
 : ·	·	-1	8	-9	·	0.0	·
> CCOC(=O)Cn1c(S(=O)(=O)Cc2cccc(F)c2)nc(-c2ccccc2)c1-c1ccccc1
 : 4	-7	·	-17	·	-2	·	-3
> Cc1cc(C(=O)NC2CCCc3c2cnn3-c2ccc(C(C)(C)C)cc2)n[nH]1 (stereo not drawn)
 : 4	4	3	20	-9	1	·	-2
> CN(C)C(=O)c1ccc(-c2ccc([C@@H]3[C@@H](C#N)N(C(=O)C4CC4)[C@H]3CO)cc2)cc1
 : -2	·	5	-41	-14	1	5.9	3
> CCCNC(=O)c1oc2ccc3c(c2c1C)C(=O)CC(C)(C)O3
 : 0	-9	·	5	·	1	·	-10
> Cn1ccc2c(-c3ccc(F)cc3F)cc3c(c21)C1CCC3C1 (stereo not drawn)
 : -5	0	8	-1	-27	-9	0.1	0
> C[C@H]1CCCCO[C@H](CN(C)Cc2ccncc2)[C@@H](C)CN([C@@H](C)CO)C(=O)c2cc(NC(=O)Cc3ccccc3)ccc2O1
 : 1	-2[16.7 µM]	2	9	-4	0	1.0	37
> CN(CC(=O)Nc1ccc(Cl)c(C(F)(F)F)c1)C(=O)CCc1nc2ccccc2c(=O)[nH]1
 : 6	-1	-3	3	-18	5	-0.9	-2
> C[C@@H]1CN([C@H](C)CO)C(=O)c2cc(NC(=O)C3CCCCC3)ccc2O[C@@H]1CN(C)Cc1ccncc1
 : 8&-7	-3[16.7 µM]	0&0	2&-2	-13&-7	-1&6	-6.3&0.0	5&0
> COCc1nnc(NS(=O)(=O)c2ccc(NC(C)=O)cc2)s1
 : -1	-1	·	13	·	3	·	2
> COc1ccc(N2CCN(C(=O)COC(=O)COc3ccc(C#N)cc3)CC2)cc1
 : ·	3	-3	-2	-12	·	0.8	·
> Cn1c(N)c(C(=O)COC(=O)c2ccc(Br)o2)c(=O)n(C)c1=O
 : -9	·	1	·	-4	-3	·	3
> CCOCCCn1c(SCC(=O)Nc2ccccc2OC)nc2ccccc2c1=O
 : 4	2	-3	-39	-10	-3	·	-1
> Cc1cccc(NC(=S)NC2CCCCC2)n1
 : 3	-11	6	7	-8	5	-8.5	9
> Cc1ccccc1OC(C)C(=O)Nc1ccc(S(=O)(=O)Nc2nccs2)cc1 (stereo not drawn)
 : 3	-14	-1	8	-11	9	·	13
> CC(C)OCCCNC(=O)[C@H]1N2C(=O)c3ccccc3C2SC1(C)C (stereo partly drawn)
 : -10	1	-1	-4	-9	-3	·	-7
> Cc1ccccc1NC(=O)C1CCCN1S(=O)(=O)c1cccc2cccnc12 (stereo not drawn)
 : 5	1	·	-1	·	4	·	5
> Cc1cc(=O)[nH]c2nc3ccccc3n12
 : -8	-2	-2	2	-5	-1	-0.1	0
> Cc1ccccc1S(=O)(=O)N(C)C[C@H]1OCc2cnnn2CCCC(=O)N([C@H](C)CO)C[C@H]1C
 : -6&-5	-2	-1&0	-18&4	-3&6	-5&1	-0.1&0.0	0&3
> CCOc1cc(S(=O)(=O)NC2CCCCC2)ccc1F
 : 6	37	·	-9	·	-6	·	-1
> O=C(NCCCN1CCOCC1)c1ccc(NC(=O)C2COc3ccccc3O2)cc1 (stereo not drawn)
 : 5	·	9	·	-3	-6	·	-1
> CC(=O)C1=C(c2ccccc2)NC(=O)NC1c1cccs1 (stereo not drawn)
 : 3	4	1	5	-7	-2	0.0	-1
> CCn1c(SCC(=O)NC2CCS(=O)(=O)C2)nnc1-c1ccccc1 (stereo not drawn)
 : -6	3	1	-13	-17	3	?	4
> O=C(/C=C/c1ccccc1)c1ccc2c(c1)OCO2
 : -3	1	·	7	-23	-11	0.1	0
> Cc1cc(NC(=O)CSCC(=O)OCC(=O)Nc2ccc(OC(F)F)cc2)no1
 : -10	-8	-2	-1	-10	-3	·	-1
> CSc1ncccc1C(=O)N1CCCC(C(=O)c2ccc3ccccc3c2)C1 (stereo not drawn)
 : 1	-7	-1	·	-4	-2	-0.1	0
> Nc1ccn([C@@H]2O[C@H](CN=C3NS(=O)(=O)c4ccccc43)[C@@H](O)[C@H]2O)c(=O)n1
 : -6	2	1	3	8	3	1.7	1
> O=C(COC(=O)c1cccc(F)c1)Nc1ccc2c(c1)OCCO2
 : -1	·	-2	·	-16	0	-1.1	-1
> CC(C)(C)Oc1ccccc1Nc1nc(NCCO)nc(N2CCCC2)n1
 : -1	·	-2	·	-13	5	-0.1	-1
> O=c1c2ccccc2c(/C=N/c2n[nH]c(CCCO)n2)c(O)n1-c1ccccc1Cl
 : ·	5	-1	-2	-6	·	3.4	·
> CCC1(C)Cc2c(sc3nc(SCC(=O)O)[nH]c(=O)c23)CO1 (stereo not drawn)
 : -2	1	·	9	·	5	·	-3
> CN(c1ccccc1)S(=O)(=O)c1ccc(C(=O)N2CCN(c3ccccc3F)CC2)cc1
 : -6	-10	0	0	-21	2	-0.3	-4
> COc1ccc(CNS(=O)(=O)c2cc(-c3cc(C)no3)ccc2C)cc1OC
 : 3	6	-7	-6	-4	1	·	-2
> COc1cc(/C=C/c2ccc3cccc(O)c3n2)cc(Br)c1OC
 : 4	·	-3	-6	-5	-5	0.1	2
> Cc1ccc(NC(=O)CN(C)C(=O)c2cc(C)on2)cc1
 : -5	·	0	·	1	-4	·	-1
> COC(=O)C1=C(Nc2ccc(C)cc2)C=C(C)C(C(=O)OC)C1c1ccc(F)cc1 (stereo not drawn)
 : 0	6	·	5	·	-3	·	3
> COc1ccc(C(=O)NC(=S)Nc2ccc(S(=O)(=O)Nc3cc(C)on3)cc2)cc1OC
 : -4	-4	0	10	-23	0	6.6	0
> CCCC(C)(C)C(=O)N1CCC1(C)C(=O)Nc1ccc(OC)c(OC)c1 (stereo not drawn)
 : -1	10	2	-7	-11	-3	0.1	0
> O=C([C@H]1N[C@H]2c3ccc(-c4ccc(F)cc4)c(=O)n3C[C@H]2[C@@H]1CO)N1CCc2ccccc2C1
 : -1	0[16.7 µM]	7	-5	-72	1	-0.1	-4
> CN(C)Cc1cn(CC[C@H]2CC[C@H](NS(=O)(=O)c3ccccc3)[C@H](CO)O2)nn1
 : -2	·	1	0	-13	-2	-0.4	9
> Cc1ccc(S(=O)(=O)Nc2ccc3c(c2)C(=O)N([C@@H](C)CO)C[C@H](C)[C@@H](CN(C)S(=O)(=O)c2ccc(Cl)cc2)OCCCC[C@@H](C)O3)cc1
 : -7	10[16.7 µM]	·	-9	·	5	-0.2	-1
> O=C(O)c1cc(O)ccc1O
 : 7	-5	-9	0	-6	2	0.0	2
> O=C(CN1CCC(NC(=O)c2ccc(Br)cc2)CC1)NCc1cccs1
 : 13	1	3	-9	-28	6	·	-1
> CN(C)S(=O)(=O)c1cccc(NC(=S)N2CCCCC2CO)c1 (stereo not drawn)
 : 3	-1	2	1	-12	7	-3.2	-1
> COc1ccc(NC(=O)N(C)C[C@@H]2OCCCC[C@H](C)Oc3ccc(NS(=O)(=O)c4ccc(F)cc4)cc3C(=O)N([C@H](C)CO)C[C@@H]2C)cc1
 : 4	-1[16.7 µM]	0	2	-5	-2	-0.1	-2
> COc1cc(-c2nc3cnccn3c2Nc2ccc(C)cc2)ccc1O
 : 1	-9	-1	-9	-24	0	·	-2
> CCC(=O)N1CCN(c2nnc(-c3ccccc3)c3ccccc23)CC1
 : -14	·	2	-29	2	-2	0.3	0
> C[C@@H]1CN([C@H](C)CO)C(=O)c2cccc(NC(=O)C3CCOCC3)c2O[C@H]1CN(C)Cc1ccc2c(c1)OCO2
 : 5	0[16.7 µM]	0	-1	4	1	·	-2
> O=C(O)c1ccccc1SC1CC(=O)N(c2ccc3c(c2)OCO3)C1=O (stereo not drawn)
 : 6	4	7	-6	-18	1	·	-4
> Cc1ccc(S(=O)(=O)N2C=CC(C(F)(F)F)=NCC2)cc1
 : -5	26	·	-3	·	2	·	0
> O=C(C[C@@H]1CC[C@H]2[C@@H](COC[C@H](O)CN2CCc2ccccc2)O1)NCc1ccc(Oc2ccccc2)cc1
 : 0	-13[16.7 µM]	0	2	10	-2	0.0	-2
> CCOC(=O)C1CCN(S(=O)(=O)c2cn(C)cn2)CC1
 : -3	6	1	-8	0	4	-0.6	-1
> CN(Cc1ccccc1)C(=O)c1[nH]cnc1C(=O)N[C@@H](CCCCNC(=O)OC(C)(C)C)C(=O)OC(C)(C)C
 : 4	11	·	-20	·	-3	·	4
> O=C(NC1CCCC1)N1CC(=O)N2[C@H](CO)[C@H](c3ccc(-c4cccnc4)cc3)[C@@H]2C1
 : ·	·	-2	-2	-15	·	-0.4	·
> Cc1ccc(SCC(=O)Nc2cc(C)on2)cc1
 : 1	-22	·	·	·	2	·	1
> Cc1cccc(OCc2nc(C#N)c(NCCN(C)C)o2)c1
 : -7	-8	1	-2	3	3	-0.6	0

# (listing goes on)
# Values run as follows: RAD54 inh	miR-122 sensor	ERAP1 HTS inh	PGC1a acetyl inh	RAD52 inh	PglD inh	E-selectin induc	Cneo AK release
> Nc1cc(-c2nn[nH]n2)ccc1F
 : -1	-1	·	-1	·	-5	·	4
> C[C@@H]1CN([C@H](C)CO)C(=O)Cc2cc(NC(=O)CCN3CCOCC3)ccc2O[C@H]1CN(C)S(C)(=O)=O
 : -10	-4[16.7 µM]	2	-13	-5	0	332*	-2
> CC1=Nc2cc(C(=O)NCC3CCCO3)ccc2Sc2ccc(C)cc21 (stereo not drawn)
 : -3	·	1	·	-42	10	·	0
> Cc1cccc(C(=O)NCc2nnc(SCC(=O)NC3=NCCS3)n2C)c1
 : 5	·	2	·	-3	8	-0.2	-2
> COc1ccccc1CNC(=O)C[C@@H]1CC[C@H]2[C@@H](COC[C@@H](O)CN2C(=O)Nc2ccc(Cl)cc2)O1
 : -5	9[16.7 µM]	-2	9	-4	2	-0.1	-4
> COc1cccc(C2/C(=C(/O)c3ccc4c(c3)CC(C)O4)C(=O)C(=O)N2c2nnc(C)s2)c1 (stereo not drawn)
 : -6	-7	7	0	-17	2	1.8	7
> FC(F)(F)COc1nc(OCC(F)(F)F)nc(N2CCN(c3ccccc3)CC2)n1
 : -3	0	·	-2	·	3	·	12
> Cc1nc2ccc(NC(=O)[C@@H](NC(=O)c3c(F)cccc3F)C(C)C)cc2s1
 : -3	6	2	1	-89	2	?	-2
> CC(=O)Nc1ccc(S(=O)(=O)N2CCN(CC(=O)N3CCOCC3)CC2)cc1
 : 0	-1	·	7	-15	5	0.4	1
> O=C1CCc2cc(S(=O)(=O)NCCC(=O)N3CCN(c4cccc(Cl)c4)CC3)ccc2N1
 : -4	-1	·	·	·	-1	1.6	6
> C=Cc1ccc(Cn2nc(-c3ccccc3)ccc2=O)cc1
 : 5	·	-1	·	-14	1	·	5

# Screens (PubChem BioAssay)
